Assay outcomes: PubChem, several laboratories
PRMT1 FP inh: blocks human protein arginine methyltransferase 1 | Q99873 | recombinant PRMT1, activity-based probe fluorescence polarization | inhibition, % at 2.79 µM | hit rate 1.3% among 370,000;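 active = inhibition above about 21% made by adding two undisclosed values, limit read from the data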
HTRA1 inh: HTRA1 (human) protease inhibition; hit rate 0.5% among 340,000; AID 504803; inhibition, % at 5.96 µM; recombinant HTRA1, FP-rhodamine activity-based probe, fluorescence polarization; Q92743; in the data active = inhibition above about 36%;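 also: 0% = enzyme with DMSO and 100% = wells lacking enzyme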
UHRF1 MBD2 ctr: human UHRF1 methylated DNA binding inhibitors; Q96T88; UHRF1 binding to methylated oligo, TR-FRET; inhibition, % at 4.4 µM; hit rate 0.75% among 370,000; AID 687016; in the data active = inhibition above about 21%;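 also: UHRF1 SRA domain binding a hemimethylated CpG hairpin DNA probe; 0% = median of test compound wells and 100% = reference inhibitor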
SIAE inh: blocks human sialic acid acetylesterase. SIAE FP-Rh probe binding, fluorescence polarization. hit rate 0.69% among 370,000. AID 1053197. inhibition, % at 9.66 µM. Q9HAT2;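 active = inhibition above a cutoff: mean of compounds within the control limits plus 3 SD of those, cut at about 17% in these data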;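 also: 0% = plate median of compound wells and 100% = probe without SIAE protein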
NPR1 activator: GC-A (human) enzyme activation | P16066 | HEK293 GC-A cells, cGMP TR-FRET, EC30 ANP; 0% at EC30 ANP, 100% saturating ANP | activation, % at 10 µM | hit rate 0.14% among 370,000 | AID 1671463; in the data active = activation above about 40%
TCR-CD3 inh: human TCR-CD3 binding inhibition | TAMRA-labeled TCR probe fluorescence, biochemical | inhibition, % at 9.4 µM | hit rate 0.37% among 360,000 | AID 651800; in the data active = inhibition above about 19%;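 also: recombinant mutant TCR 2C K166C tagged with TAMRA read by polarization; 0% = receptor in buffer alone and 100% = receptor with positive control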
ABHD4 inh: inhibits mouse alpha/beta hydrolase domain 4; hit rate 0.54% among 370,000; inhibition, % at 8.92 µM; AID 720543; purified mABHD4, FP-Rh probe fluorescence polarization; Q8VD66;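 active = inhibition exceeding the mean over every tested compound plus 3 SD, cut at about 30% in these data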;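 also: 0% = plate median of compound wells and 100% = S159A mutant with DMSO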
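Doses – 8.92 µM, single dose · Material – wild-type mouse ABHD4 protein · Replication – single well per compound (singlicate) · Measure – percent inhibition of probe binding, normalized to plate controls · Schedule – 45 min compound pre-incubation plus 60 min probe step, 25 °C · Detection – fluorescence polarization with parallel and perpendicular emission, 525/598 nm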
rCAG binder: binds r(CAG) RNA repeats | r(CAG) RNA repeat, TO-PRO-1 dye displacement fluorescence | inhibition, % at 3 µM | hit rate 1.3% among 370,000;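 active = inhibition above the plate cutoff, the mean of all test compounds on that plate plus 3 SD, cut at about 35% in these data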;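 also: 0% = DMSO alone and 100% = 100 µM mitoxantrone as full dye displacement; higher means more dye released from RNA so lower well fluorescence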
MBD2 DNA inh: blocks human MBD2 binding to methylated DNA; TR-FRET, MBD2 binding to methylated oligonucleotide; hit rate 0.31% among 370,000; inhibition, % at 4.4 µM; Q9UBB5; AID 686964; in the data active = inhibition above about 13%
GC-B act: GC-B (human) receptor activation; HEK293-GC-B cells, CNP EC30, cGMP TR-FRET; 0% at EC30 CNP, 100% saturating CNP; P20594; activation, % at 10 µM; hit rate 0.11% among 370,000; AID 1920062;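 active = activation at 10 µM reaching about 35% in either raw or pattern-adjusted values, limit read from the data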
Target sequence (P20594 whole entry, looked up): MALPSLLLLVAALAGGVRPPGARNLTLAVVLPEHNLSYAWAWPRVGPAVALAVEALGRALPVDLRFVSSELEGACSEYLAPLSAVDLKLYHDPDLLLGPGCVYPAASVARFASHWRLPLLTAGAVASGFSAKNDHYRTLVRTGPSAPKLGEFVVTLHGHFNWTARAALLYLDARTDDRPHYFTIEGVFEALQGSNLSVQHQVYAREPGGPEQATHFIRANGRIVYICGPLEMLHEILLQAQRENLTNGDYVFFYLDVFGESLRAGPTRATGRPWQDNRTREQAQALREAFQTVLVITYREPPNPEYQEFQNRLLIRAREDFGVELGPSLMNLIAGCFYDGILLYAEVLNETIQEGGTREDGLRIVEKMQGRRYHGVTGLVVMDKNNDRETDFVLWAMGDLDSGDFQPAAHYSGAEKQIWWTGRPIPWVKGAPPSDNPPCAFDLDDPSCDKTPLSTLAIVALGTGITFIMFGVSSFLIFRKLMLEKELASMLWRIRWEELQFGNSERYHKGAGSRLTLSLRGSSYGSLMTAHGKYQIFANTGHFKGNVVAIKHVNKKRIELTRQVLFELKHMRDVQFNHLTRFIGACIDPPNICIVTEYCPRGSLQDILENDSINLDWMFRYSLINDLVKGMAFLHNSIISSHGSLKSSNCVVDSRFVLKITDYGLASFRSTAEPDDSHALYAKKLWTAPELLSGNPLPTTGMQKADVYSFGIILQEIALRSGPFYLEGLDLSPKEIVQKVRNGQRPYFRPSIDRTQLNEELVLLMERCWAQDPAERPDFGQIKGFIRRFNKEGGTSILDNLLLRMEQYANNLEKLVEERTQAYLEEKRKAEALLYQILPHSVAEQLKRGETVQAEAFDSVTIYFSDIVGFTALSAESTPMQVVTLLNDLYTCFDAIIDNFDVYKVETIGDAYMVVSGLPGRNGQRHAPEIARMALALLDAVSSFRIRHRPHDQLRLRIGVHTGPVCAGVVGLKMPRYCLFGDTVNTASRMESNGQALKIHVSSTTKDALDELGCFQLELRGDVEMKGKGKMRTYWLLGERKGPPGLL
Starred values were filed as active, the others as inactive; x = no result given. Only part of the results is shown, so the mix of outcomes need not match the whole.

SMILES	PRMT1 FP inh	HTRA1 inh	UHRF1 MBD2 ctr	SIAE inh	NPR1 activator	TCR-CD3 inh	ABHD4 inh	rCAG binder	MBD2 DNA inh	GC-B act
Cc1ccc(-c2nnn(CC(=O)Nc3cccc4c3CCCC4)n2)o1	-1	-5	-2	-2	0	-1	-4	-1	3	-5
Cc1ccc(-n2c(Cc3cccn3C)nnc2SCC(=O)NC2CCCCC2)cc1	3	0	0	10	0	-3	5	-6	4	1
COc1cc(CCC(=O)OCC(=O)Nc2ccccc2F)cc(OC)c1OC	2	-2	-2	-8	3	8	2	2	-1	2
CCNC(=O)C(Cc1ccccc1)NC(=O)OCc1ccccc1 (stereo unspecified)	1	x	3	-9	0	-11	1	-4	2	4
COc1cc(/C=C2/SC(=S)N(CCC(=O)Nc3ccccc3)C2=O)cc(OC)c1OC	-3	-13	2	-11	2	-2	-5	9	-2	-1
CC1(C)Cc2c(C#N)c(N3CCCC3)nc(-c3ccco3)c2CO1	27*	-8	2	0	-1	0	7	30	0	-4
Nc1c(C(=O)c2ccc(Cl)cc2)sc2nc3c(cc12)CCC3	0	-9	1	-2	-15	3	-4	3	-3	-3
CC(C)c1ccc(N(C)C(=O)Cc2c(C(=O)O)n(C)c3ccccc23)cc1	5	7	1	4	3	-4	-4	11	5	1

Additional compounds follow:
SMILES	PRMT1 FP inh	HTRA1 inh	UHRF1 MBD2 ctr	SIAE inh	NPR1 activator	TCR-CD3 inh	ABHD4 inh	rCAG binder	MBD2 DNA inh	GC-B act
O=C(CSc1ncnc2c1oc1ccccc12)Nc1nc2ccccc2s1	-4	-8	-2	12	-2	-6	-9	4	-6	1
COc1ccc(N2CCN(S(=O)(=O)c3cccc4cccnc34)CC2)cc1	2	-3	-1	2	-2	3	4	2	0	-6
O=C(CCc1nc(-c2ccc(Cl)cc2)no1)NCC1CCCO1 (stereo unspecified)	1	1	1	-6	-8	0	-4	-5	2	2
Cc1ccccc1C(=O)NCCNC(=O)c1ccco1	0	5	1	1	3	5	1	1	-5	12
CC(C)CN(C(=O)Cn1c(=O)cnc2ccccc21)C1CCS(=O)(=O)C1 (stereo unspecified)	2	4	4	0	5	0	3	-5	4	7
S=c1nc(-c2ccccc2)n(CCCn2ccnc2)c2c1CCCC2	-2	-3	-2	10	5	2	0	2	-2	-4
CCn1c(COc2ccc3c(c2)OCO3)nnc1SCC(=O)O	0	4	2	-6	6	-2	8	-3	5	4
N=C1C(c2ccccc2)=C(O)CN1c1ccccc1N1CCOCC1	2	2	4	8	-2	5	14	-1	-2	0

(continued)
SMILES	PRMT1 FP inh	HTRA1 inh	UHRF1 MBD2 ctr	SIAE inh	NPR1 activator	TCR-CD3 inh	ABHD4 inh	rCAG binder	MBD2 DNA inh	GC-B act
C=C1C(=O)O[C@@H]2[C@H]1[C@@H](OC(=O)/C(C)=C/C)C/C(C)=C\C(=O)/C=C(\C)[C@@H]2O	8	-3	1	5	2	2	4	4	-2	-5
COc1cc(NC(=O)CCCSc2nc(-c3ccco3)cc(C(F)(F)F)n2)cc(OC)c1OC	3	-9	2	9	-12	-1	0	-1	9	-16
COc1cc(-c2nnn(CC(=O)NC3CCS(=O)(=O)C3)n2)ccc1OCc1ccccc1 (stereo unspecified)	-1	-1	0	-3	1	3	1	-1	4	1
Cc1ccc(S(=O)(=O)NC2CC(C)(C)N(O)C(C)(C)C2)cc1	-3	4	5	3	3	-1	0	-1	1	3
C[C@@H]1CN(C2CCN(Cc3nc(CC4CC4)no3)CC2)C[C@H](C)O1	-2	-1	1	2	-1	6	4	-5	-2	1
CCNS(=O)(=O)c1ccc(CCC(=O)NCc2ccncc2)cc1	-7	-2	1	-1	2	2	4	2	-2	0
CN(C1CCCCC1)S(=O)(=O)c1ccc(Cl)c(C(=O)O)c1	2	9	-1	0	1	-1	2	-2	0	4
Cc1ccc2c(CC(=O)NC3CCCc4ccccc43)coc2c1 (stereo unspecified)	1	-17	1	-8	-2	-3	-7	2	4	-8

(next part)
SMILES	PRMT1 FP inh	HTRA1 inh	UHRF1 MBD2 ctr	SIAE inh	NPR1 activator	TCR-CD3 inh	ABHD4 inh	rCAG binder	MBD2 DNA inh	GC-B act
C[C@H]1[C@@H](NC(=O)C#Cc2ccccc2)CC[C@@]23CCCN2C(=O)CCC[C@@H]13	1	x	0	4	-1	x	2	x	-4	-3
CC1CCN(S(=O)(=O)c2ccc([N+](=O)[O-])cc2)CC1	0	1	0	12	5	3	0	-1	-6	-3
O=C(O)c1ccc([N+](=O)[O-])cc1-c1cc([N+](=O)[O-])ccc1C(=O)O	-1	3	-1	1	3	2	4	1	-7	2
COC(=O)Nc1ccc(S(=O)(=O)N2CCCC(C(=O)NC3CCCCC3)C2)cc1 (stereo unspecified)	-1	-8	0	7	-3	7	2	-1	0	8
CCN(CC(=O)NCc1ccc(Cl)cc1)C(=O)/C=C/c1ccc(Cl)c([N+](=O)[O-])c1	-1	-8	0	1	-3	8	10	2	-4	-1
Cc1cccc(NC(=O)CSc2nnc(-c3cccnc3)n2Cc2ccco2)c1C	1	x	-2	2	0	x	3	6	4	-4
COC(=O)c1sccc1NC(=O)c1cccs1	-7	x	-3	2	2	0	1	1	0	-3
COc1ccc(N2CCN(C(C)C(=O)N3CC(C)OC(C)C3)CC2)cc1 (stereo unspecified)	11	4	6	-2	-3	-6	1	-6	0	2

Continued:
SMILES	PRMT1 FP inh	HTRA1 inh	UHRF1 MBD2 ctr	SIAE inh	NPR1 activator	TCR-CD3 inh	ABHD4 inh	rCAG binder	MBD2 DNA inh	GC-B act
CCOc1ccccc1CNn1cnnc1SCC(=O)NC(C)(C)C	-1	1	-2	4	2	1	6	0	-3	0
COC(=O)C1=C(C)N(Cc2ccc(C(F)(F)F)cc2)C(=NCc2ccc(C(F)(F)F)cc2)NC1c1cccc(C(F)(F)F)c1 (stereo unspecified)	-2	x	-2	1	-5	1	9	3	-2	2
COc1cccc(N(C(=O)c2cccs2)c2nc3ccccc3s2)c1	0	-6	3	-5	5	-5	-4	3	0	5
O=C(NCc1ccccn1)c1cc(-c2ccc(Cl)cc2)oc1C(F)(F)F	-1	x	2	-5	-4	-1	-10	-2	4	-2
Cc1sc2cc(-c3cccc([N+](=O)[O-])c3)c(-c3cccc([N+](=O)[O-])c3)c[n+]2c1C	-2	-2	1	6	15	0	3	2	0	1
C[C@@H]1CN([C@@H](C)CO)C(=O)CCCn2nncc2CO[C@@H]1CN(C)C(=O)c1ccccc1	-3	5	-1	1	2	9	3	0	-4	-11
COc1ccc(-n2c(SC(C)C(=O)Nc3ccc(NC(C)=O)cc3)nc3ccccc3c2=O)cc1OC (stereo unspecified)	0	-8	-1	9	-4	5	-7	3	-4	-2
O=C(CCc1nc(-c2ccccc2Cl)no1)NCCc1ccccc1	0	-3	2	3	-2	-6	-6	-8	-1	-6

Single entries from the results shown:
PRMT1 FP inh with COc1cccc(N(C(=O)c2cccs2)c2nc3ccccc3s2)c1 stands at 0
MBD2 DNA inh with COC(=O)C1=C(C)N(Cc2ccc(C(F)(F)F)cc2)C(=NCc2ccc(C(F)(F)F)cc2)NC1c1cccc(C(F)(F)F)c1 (stereo unspecified) stands at -2

The results go on:
SMILES	PRMT1 FP inh	HTRA1 inh	UHRF1 MBD2 ctr	SIAE inh	NPR1 activator	TCR-CD3 inh	ABHD4 inh	rCAG binder	MBD2 DNA inh	GC-B act
COC(=O)c1cc(Cl)c(N)cc1OC	-3	1	1	4	0	1	-2	-1	-3	1
CC(C)c1nc2cc(C(=O)N(C)C3CCOCC3)ccc2o1	-3	5	1	1	-1	5	0	-5	0	0
CC1CCCCC1NC(=O)CN1C(=O)CSc2cc(S(=O)(=O)N3CCCCCC3)ccc21 (stereo unspecified)	3	-13	4	-2	-2	-8	-10	-1	5	5
CC1CCN(C(=O)CN2C(=O)NC3(CCCCCC3)C2=O)CC1	1	8	-3	6	3	-4	-2	1	-3	5
CSc1nc2[nH]c3c(c2c2nnnn12)CCCC3	-3	-12	-3	2	14	0	10	12	2	3
O=C(NNS(=O)(=O)c1ccccc1)C1CCCCC1	1	-3	4	0	-2	2	8	-4	5	3
C=C1CCC(OC(C)=O)C2(C)CCC3C(C)C(=O)OC3C12O (stereo unspecified)	3	0	0	1	3	-11	-1	-3	3	2
O=C(c1cc(-c2ccccc2)nn1-c1ccccc1)N1CCN(S(=O)(=O)c2c(F)cccc2F)CC1	2	0	-3	8	-5	-8	3	2	0	-3

(continued)
SMILES	PRMT1 FP inh	HTRA1 inh	UHRF1 MBD2 ctr	SIAE inh	NPR1 activator	TCR-CD3 inh	ABHD4 inh	rCAG binder	MBD2 DNA inh	GC-B act
COCC(CN1CCN(C2=NS(=O)(=O)c3ccccc32)CC1)OC(=O)c1ccccc1 (stereo unspecified)	-3	-1	2	-1	-6	5	5	2	-4	-10
Cc1ccc(S(=O)(=O)N(C)C)cc1NC(=S)NC(C)CCCC(C)C (stereo unspecified)	-4	-18	-1	-1	-3	-1	-3	0	-1	3
CCOC(=O)c1ccccc1NC(=O)c1cccc2c1C(=O)N(C1CCN(C(=O)OCC)CC1)C2	-1	3	-1	3	2	-2	3	2	-4	-7
Cc1cc(C)n(-c2nc3c(c(=O)[nH]c(=O)n3C)n2CC(O)COc2ccccc2)n1 (stereo unspecified)	0	-9	4	-3	-1	-5	-1	-8	-1	0
COc1cccc(C(=O)Nc2cccc(-c3ccc(N4CCOCC4)nn3)c2)c1	-3	-13	1	9	0	4	-2	-2	0	4
COc1ccccc1C(=O)NC(=O)COC(=O)/C(=C/c1ccccc1)NC(C)=O	-7	1	0	2	2	6	1	-3	0	-5
Cc1ccc(-c2cccc(=O)o2)cc1	2	x	1	4	1	-5	-4	2	-4	-4
O=C(CN(c1ccc(F)cc1)S(=O)(=O)c1ccc2c(c1)OCCO2)Nc1ccc2c(c1)OCO2	-2	-21	-3	-14	-3	2	-11	3	-4	1
COc1ccccc1OCCNC(=O)C(CCSC)NC(=O)COc1ccccc1 (stereo unspecified)	-4	-5	0	-4	1	-11	-10	-3	-1	3
CSc1nnc(CNC(=O)C23CC4CC(CC(C4)C2)C3)n1Cc1ccccc1	1	3	0	8	3	8	-3	-2	3	2
Cc1ccc(NC(=O)c2ccc3c(=O)n4c(nc3c2)CCC4)cc1S(=O)(=O)N(C)C	1	-9	-3	-5	3	-3	14	11	-3	-3
